PLAP inhibition: PLAP enzyme inhibitors, biochemical, luminescence, HTS (AID 690); purified PLAP, luminescent substrate; higher % means a stronger effect; hit rate 0.08% among 96,000; inhibition, % at 20 µM; hits with a dose series show IC50 in µM; in the data active = a potency from the dose series; inactive = the rest, 99 in 100 with inhibition below about 30%; also: strong numbers were not always called active
MRP reversal: reversal of MRP1-mediated doxorubicin resistance, primary screen, H69AR cells, doxorubicin co-treatment. H69AR cells + 2 uM doxorubicin, CellTiter-Glo, 72 h. hit rate 0.04% among 85,000. differential viability (reversal), % at 10 µM;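 active = viability drop by adding the cancer drug above about 55%, with treated viability meeting a 40% cutoff, limit read from the data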;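 also: viability without doxorubicin minus viability with 2 µM doxorubicin for each compound; larger differential means the compound sensitizes cells more to doxorubicin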
NFkB transloc inh: inhibitors of IL-1B driven NFkB p65 nuclear import, primary screen, imaging, HUVEC, IL-1B stimulus, high-content imaging; HUVEC IL-1B NFkB p65 nuclear translocation imaging; inhibition, % at 2 µM; hit rate 0.43% among 94,000; AID 796, 2007;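 active = inhibition above about 30% together with a positive call from visual inspection of the well image, limit read from the data; inconclusive = inhibition above a set limit but visual check negative; inactive = inhibition not above a set limit, visual check negative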;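 also: nuclear over cytoplasmic p65 intensity ratio measured by imaging; 0% = IL-1B stimulated DMSO wells and 100% = unstimulated DMSO wells; values of inactives mirror those of a sister screen read the other way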
Bcl-B displacement: displacers of TR3 peptide from Bcl-B, primary screen, selectivity assay for Bfl-1 inhibitor project, biochemical, fluorescence polarization | Bcl-2-like protein 10 (Homo sapiens) | FP displacement of FITC-TR3 peptide from Bcl-B; higher % means a stronger effect | displacement, % at 20 µM, or IC50 in µM where a hit was titrated | hit rate 0.11% among 96,000;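 active = displacement above 50% at 20 µM plus a fluorescence interference ratio under 1.5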;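 also: plate controls were wells without compound for no effect and wells lacking Bcl-B protein for full effect; a part of the inactive calls stands beside numbers as strong as those of hits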
IL1B NFkB pot: enhancers of NFkB p65 translocation in HUVEC – imaging, IL-1B stimulus, high-content imaging, primary screen. activation, % at 2 µM. HUVEC IL-1B NFkB p65 nuclear translocation imaging. hit rate 0.3% among 94,000;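 active = activation above 40%, about the mean plus 3 SD, also judged a hit on visual image review; inconclusive = activation above 40% but not a hit on visual review; inactive = activation not above 40% and no visual hit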;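 also: percent activation is computed from the nuclear over cytoplasmic p65 intensity ratio; values of inactives mirror those of a sister screen read the other way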
MRP reversal cytotoxicity: further read-out of MRP reversal, marked with its call; viability, %; H69AR cells, CellTiter-Glo, 72 h; measured here: cytotoxicity without doxorubicin
MRP reversal with doxorubicin: also measured in MRP reversal; calls as there; viability, %; measured here: viability with 2 uM doxorubicin; active compounds read low
NFkB transloc inh cell count 2 µM: further read-out of NFkB transloc inh, marked with its call; cell count; measured here: cells passing quality filter;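 raw number of nuclei counted in each imaged well without normalization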
IL1B NFkB pot cell count 2 µM: recorded beside IL1B NFkB pot, whose call it bears; cell count; measured here: cells passing quality filter
Starred values were filed as active, the others as inactive; ? = inconclusive; . = no result given. A portion of the library; rates above refer to the full screens.

SMILES | PLAP inhibition | MRP reversal | MRP reversal cytotoxicity | MRP reversal with doxorubicin | NFkB transloc inh | NFkB transloc inh cell count 2 µM | Bcl-B displacement | IL1B NFkB pot | IL1B NFkB pot cell count 2 µM
Cc1ccc2nc(-c3ccc(NC(=O)c4ccco4)cc3)[nH]c2c1 | 17% | 6 | 51 | 44 | -39 | 131 | 5% | 39 | 131
O=C(O)c1ccccc1C1=Nc2ccc(O)cc2Oc2cc(O)ccc21 | -2% | -3 | 105 | 108 | -3 | 96 | 118% | 3 | 96
CCOc1ccc(-n2cc(C(=O)Nc3cccc(OC)c3)c3cc(OC)c(OC)cc3c2=O)cc1 | -41% | 11 | 99 | 88 | -10 | 151 | 11% | 10 | 151
O=[n+]1cc(-c2ccccc2)n([O-])c2c1CCC2 | -8% | 17 | 97 | 80 | -13 | 126 | -12% | 13 | 126
CCOC(=O)c1nn(-c2ccccc2)c2nc(Nc3ccccc3)cc(=O)n12 | -39% | . | . | . | -11 | 143 | -34% | 11 | 143
CC(=O)Nc1nonc1NC(C)=O | -90% | 2 | 86 | 84 | 1 | 93 | 4% | -1 | 93
Cc1cc(NCCC(C)C)n2nc(C)c(-c3ccccc3)c2n1 | -4% | -12 | 13 | 25 | -2 | 105 | -8% | 2 | 105
COc1cccc(-c2nc(N3CC(C)CC(C)C3)c3ccccc3n2)c1O (stereo unspecified) | 10% | . | . | . | -32 | 150 | 10% | 32 | 150
CC(=O)c1cc(-c2ccc(F)cc2)n(CC(=O)NCc2cccs2)c1C | -5% | -1 | 97 | 98 | -4 | 144 | -13% | 4 | 144
CCCCN(C(=O)Cn1nnc2ccccc21)C(C(=O)NCCOC)c1ccc(OC)cc1OC (stereo unspecified) | -79% | 11 | 101 | 90 | . | . | 10% | . | .
COc1ccc(C(=O)Cn2c(C(=O)/C=C/c3ccccc3)nc3ccccc32)cc1 | -10% | . | . | . | -12 | 140 | -8% | 11 | 140
CSc1nnc(CNC(=O)c2ccccc2)n1-c1ccc(F)cc1 | 1% | -27 | 96 | 123 | . | . | 0% | . | .

An excerpt from above in order of length of the SMILES, smallest number first.
SMILES | PLAP inhibition | MRP reversal | MRP reversal cytotoxicity | MRP reversal with doxorubicin | NFkB transloc inh | NFkB transloc inh cell count 2 µM | Bcl-B displacement | IL1B NFkB pot | IL1B NFkB pot cell count 2 µM
Cc1ccc2nc(-c3ccc(NC(=O)c4ccco4)cc3)[nH]c2c1 | 17% | 6 | 51 | 44 | -39 | 131 | 5% | 39 | 131
COc1cccc(-c2nc(N3CC(C)CC(C)C3)c3ccccc3n2)c1O (stereo unspecified) | 10% | . | . | . | -32 | 150 | 10% | 32 | 150
CCCCN(C(=O)Cn1nnc2ccccc21)C(C(=O)NCCOC)c1ccc(OC)cc1OC (stereo unspecified) | -79% | 11 | 101 | 90 | . | . | 10% | . | .

Additional results.
SMILES | PLAP inhibition | MRP reversal | MRP reversal cytotoxicity | MRP reversal with doxorubicin | NFkB transloc inh | NFkB transloc inh cell count 2 µM | Bcl-B displacement | IL1B NFkB pot | IL1B NFkB pot cell count 2 µM
COc1ccc(C(=O)NCCn2cc(SCC(=O)Nc3cc(C)on3)c3ccccc32)cc1OC | -6% | -29 | 46 | 75 | -11 | 123 | -7% | 11 | 123
O=C(Cc1ncc(C(F)(F)F)cc1Cl)N1CCN(c2ccccn2)CC1 | -6% | . | . | . | 4 | 115 | 4% | -4 | 115
O=C(c1ccc(CSCc2ccccc2F)o1)N1CCN(c2ccc(N3CCOCC3)nn2)CC1 | -32% | -16 | 72 | 88 | . | . | 1% | . | .
Cc1csc2nc(CNC(=O)c3ccco3)cn12 | 2% | -1 | 86 | 88 | 1 | 121 | -2% | -1 | 121
COc1cc(S(=O)(=O)N(Cc2cccs2)CC2CCCO2)ccc1-n1cnnn1 (stereo unspecified) | -52% | 13 | 100 | 87 | -1 | 212 | 5% | 1 | 212
CCOC(=O)c1cc(OC(=O)c2cccnc2)n(-c2ccccc2)n1 | 3% | -7 | 86 | 94 | -12 | 153 | -7% | 12 | 153
COc1ccc(S(=O)(=O)NCCSc2ccc(Cl)cc2)cc1OC | . | 6 | 93 | 87 | -12 | 129 | . | 12 | 129
C/C(=N\O)c1c(C)c2ccccc2n1C | 9% | 4 | 96 | 92 | -57 | 110 | 2% | ? | .
Oc1ccccc1Nc1nc(NCC2CCCO2)c2ccccc2n1 (stereo unspecified) | 14% | -5 | 46 | 51 | -6 | 193 | 6% | 6 | 193
Cc1ccc(N2/C(=N/c3nc(C)cc(C)n3)NC(=O)CC2C(=O)O)cc1 (stereo unspecified) | -34% | 2 | 87 | 85 | -11 | 134 | -4% | 11 | 134
CCOC(=O)N1CCN(c2nc(C(F)(F)F)nc3c(C)cc(C)cc23)CC1 | -12% | -7 | 82 | 89 | -8 | 130 | -7% | 8 | 130
CC1CCc2c(sc(NS(=O)(=O)c3ccccc3)c2C(=O)OC(C)C)C1 (stereo unspecified) | . | 8 | 92 | 84 | -36 | 125 | . | 36 | 125

The final 2 records of the section above open the next one.
SMILES | PLAP inhibition | MRP reversal | MRP reversal cytotoxicity | MRP reversal with doxorubicin | NFkB transloc inh | NFkB transloc inh cell count 2 µM | Bcl-B displacement | IL1B NFkB pot | IL1B NFkB pot cell count 2 µM
CCOC(=O)N1CCN(c2nc(C(F)(F)F)nc3c(C)cc(C)cc23)CC1 | -12% | -7 | 82 | 89 | -8 | 130 | -7% | 8 | 130
CC1CCc2c(sc(NS(=O)(=O)c3ccccc3)c2C(=O)OC(C)C)C1 (stereo unspecified) | . | 8 | 92 | 84 | -36 | 125 | . | 36 | 125
CN(C)CCCN1CC(C(=O)O)CC1=O (stereo unspecified) | -12% | . | . | . | 6 | 176 | 0% | -6 | 176
Cn1c(SCc2ccc(Cl)cc2)nc(C(F)(F)F)cc1=O | -8% | . | . | . | 0 | 126 | -4% | 0 | 126
CCCCn1c(-c2ccco2)nc2ccccc2c1=O | -5% | 11 | 85 | 74 | -3 | 136 | -13% | 3 | 136
Cn1c(=O)c2c(nc(SCCN3CCCCC3)n2Cc2ccccc2)n(C)c1=O | -76% | 14 | 84 | 70 | -20 | 148 | 3% | 20 | 148
O=C(NCC1COc2ccccc2O1)c1cn(Cc2ccc(F)cc2)nn1 (stereo unspecified) | 5% | 0 | 91 | 91 | 10 | 96 | 2% | -10 | 96
COc1ccccc1NC(=O)CSc1nnc(C)n1Cc1ccccc1 | 1% | 11 | 97 | 86 | -3 | 166 | -2% | 3 | 166
CC(=O)Nc1nc(-c2ccccc2)nc(C)c1C(C)=O | 4% | -7 | 86 | 93 | -21 | 166 | -10% | 21 | 166
CCOC(=O)c1c(C)n(C)c2ccc(OC)c(NC(=O)c3cccs3)c12 | -8% | -1 | 70 | 71 | -39 | 99 | 1% | 39 | 99
CCOC(=O)c1ccc(NS(=O)(=O)c2cccc3nsnc23)cc1 | -17% | 15 | 101 | 86 | -10 | 161 | 0% | 10 | 161
COc1ccccc1-c1nnc(NC(=O)C(C)C)s1 | 10% | -6 | 68 | 74 | . | . | -12% | . | .
COc1cc(OC)c(OC)cc1/C=N/NC(=O)c1cc(-c2cccn2C)n[nH]1 | -59% | . | . | . | -7 | 138 | -1% | 7 | 138
COC(=O)C1=C(CSc2nnnn2C)NC(=O)NC1c1cc(C)ccc1C (stereo unspecified) | 27% | -5 | 90 | 95 | 0 | 181 | -5% | 0 | 181
CCN(CC)CCNc1ccc(Cl)cc1[N+](=O)[O-] | . | . | . | . | -12 | 180 | . | 12 | 180
Cn1nnnc1SCCNS(=O)(=O)c1ccccc1 | 2% | 3 | 92 | 89 | -6 | 160 | 4% | 6 | 160
N#Cc1c(N)oc(-c2ccccc2)c1-c1ccccc1 | -23% | 5 | 99 | 94 | . | . | -5% | . | .
O=C1CCCN1c1ccc(S(=O)(=O)NCCOc2ccccc2)cc1 | . | 10 | 102 | 93 | -13 | 126 | . | 13 | 126
Nc1c(-c2ccc(Cl)cc2)cnn1C1CCS(=O)(=O)C1 (stereo unspecified) | 9% | 13 | 100 | 87 | -13 | 199 | -8% | 13 | 199
Cc1ccc(OCC(=O)N/N=C/C=C/c2ccco2)cc1 | -12% | . | . | . | 2 | 158 | -21% | -2 | 158
O=C(Nc1ccc(Cl)cc1)OCc1cc(-c2ccccc2)on1 | 14% | . | . | . | -15 | 173 | 2% | 15 | 173
Cc1ccc(-c2nc3cc(NS(=O)(=O)c4ccc(C)cc4)ccc3o2)cc1 | -56% | -5 | 89 | 94 | -5 | 186 | -2% | 5 | 186
CCOC(=O)NC(=O)CSc1nnc(C)s1 | 7% | 5 | 92 | 88 | -2 | 120 | -9% | 2 | 120
CCCN1c2cccc3cccc(c23)S1(=O)=O | 10% | 6 | 95 | 89 | . | . | -8% | . | .
O=C(CSc1nnc(Cc2cccs2)n1Cc1ccco1)Nc1ccc(Br)cc1 | 20% | -19 | 72 | 91 | -24 | 138 | -26% | 24 | 138
Cc1ccc(CSc2nc3c(c(N(C)C)n2)CCCC3)cc1 | -1% | . | . | . | -11 | 161 | 0% | 11 | 161
CCn1c(SCC(=O)Nc2ccccc2C(=O)OC)nnc1-c1ccc(N)cc1 | 17% | . | . | . | 1 | 90 | -9% | -1 | 90
CC(C)CO/C(=N/S(=O)(=O)c1ccccc1)c1ccccc1 | 6% | 9 | 98 | 90 | 19 | 124 | -6% | -19 | 124
O=C(CSc1ncc(-c2ccc(F)cc2)n1Cc1ccco1)Nc1ccc2c(c1)OCO2 | 22% | -33 | 25 | 59 | -6 | 103 | -8% | 6 | 103
O=C(NCc1ccccc1)c1ccc2c(=O)n(CC3CCCO3)c(=S)[nH]c2c1 (stereo unspecified) | 5% | . | . | . | -2 | 195 | 7% | 2 | 195
Cn1nnnc1SCc1ccc(C(=O)Nc2ccc(Br)cc2)cc1 | -5% | . | . | . | -18 | 140 | 0% | 18 | 140
Cc1nc2c(Cl)cccc2[nH]1 | 9% | 12 | 104 | 93 | 4 | 133 | -7% | -34 | 47
Nc1c(C(=O)NCc2ccccc2)nnn1Cc1ccccc1 | 16% | 6 | 99 | 93 | -6 | 75 | -1% | 6 | 75
O=c1c2cc(N3CCOCC3)ccc2[nH]c(=S)n1CCCN1CCN(c2ccccc2F)CC1 | -27% | . | . | . | . | . | -7% | . | .
CC(=O)NC(NC(=S)Nc1ccc(N=Nc2ccccc2)cc1)C(Cl)(Cl)Cl (stereo unspecified) | -4% | . | . | . | -7 | 171 | 2% | 7 | 171
Cc1ccc(C(C(=O)NC(C)(C)C)N(CC2CCCO2)C(=O)Cn2nnc(-c3ccc(C)o3)n2)cc1 (stereo unspecified) | -48% | 0 | 89 | 88 | -20 | 175 | 2% | 20 | 175
CC(C)(C)C(=O)Nc1ccccc1C(=O)N1CCCC1 | . | -13 | 95 | 107 | 0 | 169 | . | 0 | 169
C=CCc1c(C)c(C#N)c2nc3ccccc3n2c1NCCN(C)C | -41% | 4 | 33 | 29 | -6 | 125 | -6% | 6 | 125
COc1ccc(S(=O)(=O)Nc2ccc(S(=O)(=O)N3CCCCC3)cc2)cc1C | -25% | -16 | 71 | 87 | 1 | 158 | -6% | -1 | 158
COCCCn1c(=NC(=O)c2ccc3c(c2)OCO3)c(C#N)cc2c(=O)n3cccc(C)c3nc21 | 6% | 29 | 52 | 23 | . | . | -2% | . | .
O=C(CSc1nc2ccccc2c(=O)n1CC1CCCO1)NCC1CCCO1 (stereo unspecified) | -8% | 9 | 95 | 86 | 8 | 114 | -10% | -8 | 114
Clc1cccc2sc(N3CCCCC3)nc12 | -6% | . | . | . | -22 | 139 | -11% | 22 | 139
Cc1ccc(NC(=O)c2cc(C)on2)cc1 | -11% | -5 | 93 | 98 | -22 | 192 | -2% | 22 | 192
CC1CN(Cc2ccc(Cl)cc2Cl)CC(C)O1 (stereo unspecified) | 0% | 14 | 105 | 91 | 0 | 182 | -4% | 0 | 182
CC(C)Nc1nc(Cl)nc(NNC(=O)C(C)Oc2ccccc2)n1 (stereo unspecified) | -119% | . | . | . | . | . | -11% | . | .
CSc1ccc(-c2nnn(Cc3ccc(C)cc3)n2)cc1 | 14% | 6 | 100 | 94 | -10 | 61 | -50% | 10 | 61
